Assay outcomes (PubChem BioAssay)
m-calpain inh = inhibitors of pig calpain II, primary screen, biochemical, fluorogenic peptide substrate, 1536-well; actives 0.37% (n = 220,000); purified calpain II, 30 min; inhibition, % at 16 µM; AID 1236, 2008;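 active means inhibition above about 50%, limit read from the data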
Furin inh = human furin inhibitors, primary screen, biochemical, fluorescence intensity. AID 463115, 2010. inhibition, % at 30 µM. P09958. actives 0.061% (n = 220,000). purified furin, fluorogenic substrate cleavage; in the data active means inhibition above about 25%; further: inactives centre near -15
Target sequence (P09958 108-714 limits assumed): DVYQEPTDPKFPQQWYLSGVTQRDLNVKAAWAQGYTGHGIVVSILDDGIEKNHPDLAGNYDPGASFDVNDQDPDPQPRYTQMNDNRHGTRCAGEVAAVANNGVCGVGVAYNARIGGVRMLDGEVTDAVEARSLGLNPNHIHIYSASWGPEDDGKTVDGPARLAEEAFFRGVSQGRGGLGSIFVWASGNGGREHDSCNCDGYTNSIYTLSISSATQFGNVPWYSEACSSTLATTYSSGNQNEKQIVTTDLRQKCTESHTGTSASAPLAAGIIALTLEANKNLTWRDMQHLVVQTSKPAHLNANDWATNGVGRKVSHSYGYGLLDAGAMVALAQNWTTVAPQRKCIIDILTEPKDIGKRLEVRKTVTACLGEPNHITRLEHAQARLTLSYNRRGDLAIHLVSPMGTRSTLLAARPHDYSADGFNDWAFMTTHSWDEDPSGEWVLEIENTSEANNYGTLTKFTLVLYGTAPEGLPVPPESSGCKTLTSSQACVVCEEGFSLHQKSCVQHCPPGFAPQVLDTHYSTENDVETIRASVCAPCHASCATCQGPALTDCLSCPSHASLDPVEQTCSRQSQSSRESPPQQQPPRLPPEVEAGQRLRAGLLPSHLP
EBV gp42 inh = Epstein-Barr virus gp42 inhibitors, primary screen, biochemical, uHTS, fluorescence polarization. Glycoprotein 42 (Epstein-Barr virus (strain AG876)), Q1HVG2. Fluorescence polarization binding assay, mP read-out. inhibition, % (tested at 21.74 µM). actives 0.42% (n = 220,000). AID 1085, 2008; in the data active means inhibition above about 50%
Target sequence (Q1HVG2 whole entry, looked up): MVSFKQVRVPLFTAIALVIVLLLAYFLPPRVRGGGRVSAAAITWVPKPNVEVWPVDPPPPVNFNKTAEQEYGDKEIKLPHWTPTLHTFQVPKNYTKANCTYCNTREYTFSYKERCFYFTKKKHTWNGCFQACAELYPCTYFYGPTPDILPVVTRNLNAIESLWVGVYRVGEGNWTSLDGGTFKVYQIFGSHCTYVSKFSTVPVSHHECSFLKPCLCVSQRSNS
TRPML3 ag = human TRPML3 channel agonists, primary screen, cell-based, HEK293 TRPML3-YFP, Fluo-8 calcium fluorescence, 3 µM; actives 0.29% (n = 220,000); 100% = the carbachol control signal; activation, % at 3 µM; Mucolipin-3 (Homo sapiens), Q8TDD5;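 active means activation above its plate's cutoff, the mean activation of the plate's test wells plus 3 SD, cut at about 12% in these data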;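 further: 0% = DMSO only wells and 100% = carbachol wells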
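Test system – HEK293 line with stable expression of human TRPML3-YFP channel · Control set – carbachol 87 µM final as high control (100%), DMSO as low control (0%) · Signal – Fluo-8 calcium dye fluorescence, ex 470-495, em 515-575 nm · Incubation – 1-h 37 °C dye load, 5-s basal, 120-s post-compound reads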
thrombin 1536 = human alpha-thrombin inhibitors, primary screen, counter-screen for coagulation protease inhibitor project, biochemical, 1536-well, fluorogenic AMC substrate; Boc-VPR-AMC fluorogenic substrate cleavage; AID 1046, 2008; inhibition, % at 5 µM; actives 0.26% (n = 220,000); Prothrombin (Homo sapiens), P00734;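 active means inhibition at or above 40%; inactive means inhibition below 40%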;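 further: 0% = enzyme with no compound and 100% = wells without enzyme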
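Material: human alpha-thrombin protein; Also added: Boc-VPR-AMC substrate, 15 µM final; Timing: enzyme reaction carried out at room temperature; Signal: fluorescence, ex 355 nm, em 460 nm; Measure: % inhibition of thrombin; Controls: enzyme without compound as high, wells lacking enzyme as low.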
TbHK1 inh = Trypanosoma brucei hexokinase 1 inhibitors, primary screen, biochemical, G6PDH-coupled NADH absorbance, MLSCN library; actives 0.11% (n = 220,000); inhibition, % at 10 µM; recombinant TbHK1, G6PDH-coupled NADH A340; AID 1430, 2008;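 active means inhibition of 50% or more in the single-dose primary screen; inactive means inhibition below 50%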
KCC2 mod = KCC2 cotransporter modulators, thallium flux, primary screen, cell-based, HEK293 KCC2, FluoZin-2 fluorescence, MLSMR | actives 2.2% (n = 190,000) | B-score of Tl+ flux slope (higher = more flux/activation; lower = inhibition) at 10 µM | AID 1456, 2008 | KCC2 cells, thallium flux FluoZin-2 fluorescence | Solute carrier family 12 member 5 (Homo sapiens), Q9H2X9;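 active means thallium flux slope and its plate-corrected score both differing from the plate sample mean at a set confidence after two filtering rounds, in either direction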;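 further: slope of fluorescence scaled to starting intensity during 10 to 20 s after thallium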
PPC-1+TRAIL kill = compounds killing PPC-1 cancer cells with TRAIL present, primary screen, TRAIL potentiator project, ATPLite luminescence, uHTS | PPC-1 cells + TRAIL, ATPLite viability luminescence | cell killing (% activity), % at 4 µM | actives 0.41% (n = 220,000) | AID 1443, 2008;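 active means cell killing above 50% in the first pass at 4 µM, then a duplicate retest at 5 µM averaging 50% or more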;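 further: plate controls were cells with TRAIL plus DMSO for no effect and medium-only wells lacking cells for full effect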
TRPN1 ag = zebrafish TRPN1 channel agonists, primary screen, cell-based, HEK293, calcium fluorescence. activation, % at 3 µM. transient receptor potential cation channel N1 (TRPN1/NompC), Danio rerio. HEK293 zebrafish TRPN1-YFP, Fluo-8 calcium fluorescence; 100% = response to 87 µM carbachol. actives 0.18% (n = 220,000);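 active means activation above its plate's cutoff, the mean activation of test wells on that plate plus 3 SD, cut at about 19% in these data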;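 further: 0% = DMSO alone and 100% = 87 µM carbachol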
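Material: zebrafish TRPN1-YFP in HEK293 cells. Doses: one dose of 3 µM, 0.3% DMSO. Incubation: dye 1 h 37 °C plus 30 min RT. Measured by: intracellular calcium fluorescence with Fluo-8.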
Numbers without * were called inactive; · = not tested or not shown; [ ] = dose if it differs, or a comment. The order is random. Share with any hit: about 3.6%.

SMILES	m-calpain inh	Furin inh	EBV gp42 inh	TRPML3 ag	thrombin 1536	TbHK1 inh	KCC2 mod	PPC-1+TRAIL kill	TRPN1 ag
NC(=O)NC(=O)COC(=O)/C=C/c1cccs1	7	-14	-5	0.9	-5	-28	1	9	-0.3
Cc1cc(C)nc(Nc2ccc(N3CCCC3)cc2)n1	-34	-13[20 µM]	-12	0.5	-1	-17	·	17	-1.2
CCCNC(=O)COC(=O)CCC(=O)c1cccs1	7	-10	0	0.5	-4	27	0.55	-1	-0.5
COc1ccc(S(=O)(=O)N(C)CC(=O)Nc2ccccc2C(F)(F)F)cc1Cl	15	-19[20 µM]	-15	-0.1	0	-3	·	6	-2.0
Cc1cc(C)nc(NC(=O)Nc2ccccc2C(F)(F)F)n1	15	-19	13	0.2	0	3	-2.4	5	-0.8
Cc1cccc(C)c1NC(=S)N(c1ccccc1)C(C)C	16	-22	6	0.5	-7	-1	-0.086	5	0.4
Fc1ccc(-c2cc(C(F)(F)F)n3ncnc3n2)cc1	-85	-14	3	0.6	-1	-17	0.91	7	-0.3
Cc1ccc(C(=O)Cn2nc(C(=O)O)c3ccccc3c2=O)cc1C	14	-17	-12	0.5	-4	-6	-0.64	11	0.9
COc1cccc(C(=O)NCCSc2ccc(F)cc2)c1	9	-27	-12	-0.4	-16	-5	-1.7	-12	-2.4
O=C(NC(Cc1ccccc1)C(=O)O)c1ccc(S(=O)(=O)N2CCCCC2)cc1 (stereo not drawn)	3	-15[20 µM]	1	0.6	-1	-2	-0.34	-6	0.0
O=[N+]([O-])c1cc(/C=N/n2cnnc2)ccc1N1CCCC1	62*	10	-10	0.4	2	-51	0.38	13	0.6
COCCN(CC(=O)Nc1ccccc1C)S(=O)(=O)c1ccc(S(=O)(=O)N2CCCC2)cc1	-32	-19[20 µM]	-3	-0.3	3	0	-0.85	17	-0.2
COc1ccc(NC(=O)Cn2nnc(-c3ccccc3F)n2)cc1	11	-24[20 µM]	2	-0.6	-5	-1	1.1	-2	0.1
CCCCC(=O)Nc1cc(C(=O)NCCc2ccccc2)ccc1Cl	19	-12[20 µM]	0	-0.8	18	-4	0.18	12	-2.4
CC1(C)CC(=O)C2=C(C1)OC(=O)C2(NC(=O)c1cccs1)C(F)(F)F (stereo not drawn)	-7	-24[20 µM]	-1	-0.1	-7	-12	0.19	16	0.4
O=S(=O)(c1ccc(F)cc1)N1CCN(C(=S)NC2CCCC2)CC1	6	-7	-9	0.7	0	25	-0.047	3	-1.6
Cc1cc(C(=O)C(=O)N(C)C)c(C)n1-c1ccc(Cl)c(Cl)c1	21	1	3	0.2	2	3	-0.31	-5	-1.6
O=C(NCc1cccs1)c1nc2c(nnn2Cc2ccccc2Cl)c(=O)[nH]1	-2	-6[20 µM]	-8	-0.9	-3	2	-2.7*	22	-0.6
C=CCn1c(SCC(=O)Nc2cccc3ccccc23)nc(O)c(CC)c1=O	9	-13[20 µM]	-4	-1.2	2	0	0.018	18	-0.7
COC(=O)Nc1ccc(S(=O)(=O)N2CCCCC2)cc1	-1	-23[20 µM]	-4	0.7	4	-10	·	-5	-0.8
Cc1sc2ncnc(Sc3nnnn3-c3ccc(Cl)cc3)c2c1C	-6	-21	-20	-0.7	0	5	2.1	-13	0.5
Cc1ccc(NC(=O)Cc2ncon2)cc1Cl	2	-16	-8	0.3	0	-12	0.021	8	0.3
CSc1nc(C)c2c(n1)N(c1ccc(C(F)(F)F)cc1)CC2	-36	-31[20 µM]	-7	0.3	2	-2	·	10	2.2
CS(=O)(=O)Nc1ccc(C(=O)Nc2ccc3c(c2)OCO3)cc1	-2	-21	2	0.3	-3	-1	-0.039	10	-0.5
CCC(C)NC(=O)CSc1nnc(-c2ccncc2)n1-c1ccc(OC)cc1 (stereo not drawn)	12	-25	-5	0.7	0	9	·	6	-0.8
CN(C)c1ccc(/C=[N+](\[O-])C2N(c3ccccc3)C(=S)SC2(C)C)cc1 (stereo not drawn)	23	-13	-5	0.7	-5	-20	0.98	4	1.8
CCN(CC)S(=O)(=O)c1ccc(Cl)c(C(=O)N2CCc3ccccc32)c1	25	-15[20 µM]	5	0.3	3	-13	-0.88	-12	0.6
COc1cc(CCC(=O)OCC(=O)Nc2cccc(S(N)(=O)=O)c2)cc(OC)c1OC	-5	-32	-19	0.7	-2	1	1	18	0.9
CCOc1cc(/C=N\Nc2ncc(F)c(N3CCOCC3)n2)ccc1Oc1nc(Cl)ncc1F	-8	-12	-10	2.8	-2	-46	0.16	1	6.8
CC(=O)OCC1OC(Nc2cccc(C)c2)C(OC(C)=O)C(OC(C)=O)C1OC(C)=O (stereo not drawn)	-9	-10	5	0.9	-4	27	0.065	21	-0.2
COc1ccc(-c2nn(CCC(=O)O)cc2/C=N/NC(N)=S)cc1	7	-6	-3	0.3	-7	-19	·	-2	0.8
COCCCNC(=O)CN(c1cc(Cl)ccc1OC)S(=O)(=O)c1ccc(C)c([N+](=O)[O-])c1	-15	-22	-10	0.9	-8	1	-0.76	4	2.5
O=C(COc1ccccc1-c1ccccc1)NCc1cccc(Cl)c1	34	-1	-14	0.2	-3	-5	0.018	-1	-0.9
Cc1cc2oc(=O)cc(Cn3ncc(Cl)c(Cl)c3=O)c2cc1Cl	-98	-5	-6	0.9	-3	1	·	24	0.8
Cc1c(C(=O)NCc2ccoc2)oc2ccc3c(c12)C(=O)CC(C)(C)O3	-20	-16	-12	0.1	3	-10	-1	14	-1.6
COc1ccc(CN(C)Cc2cc(=O)n3ccsc3n2)c(OC)c1OC	-17	-10	6	0.7	-5	-12	-0.31	2	-0.2
COc1ccc(/C=N/NC(=O)c2ccc(N(C)S(=O)(=O)c3ccccc3)cc2)cc1OC	-44	-12	-4	0.6	-3	-22	-0.24	8	-0.2
COC(=O)C1=C(C)N(C)C(C)=C(C(=O)OC)C1c1ccsc1	-41	-6	-6	-1.8	-10	-12	1.4	17	-4.2
CCOc1ccc(/C=C/C(=O)Nc2cccc(C(C)=O)c2)cc1	6	0	-1	0.9	-8	-3	-0.48	21	0.5
CNC(=O)COC(=O)c1cc(-c2ccccc2)nn1-c1ccccc1	7	-21	-10	0.5	6	-3	-2	-5	1.2

For reference, part of the list above:
SMILES	m-calpain inh	Furin inh	EBV gp42 inh	TRPML3 ag	thrombin 1536	TbHK1 inh	KCC2 mod	PPC-1+TRAIL kill	TRPN1 ag
Cc1sc2ncnc(Sc3nnnn3-c3ccc(Cl)cc3)c2c1C	-6	-21	-20	-0.7	0	5	2.1	-13	0.5
Cc1ccc(NC(=O)Cc2ncon2)cc1Cl	2	-16	-8	0.3	0	-12	0.021	8	0.3
CSc1nc(C)c2c(n1)N(c1ccc(C(F)(F)F)cc1)CC2	-36	-31[20 µM]	-7	0.3	2	-2	·	10	2.2
CS(=O)(=O)Nc1ccc(C(=O)Nc2ccc3c(c2)OCO3)cc1	-2	-21	2	0.3	-3	-1	-0.039	10	-0.5
CCC(C)NC(=O)CSc1nnc(-c2ccncc2)n1-c1ccc(OC)cc1 (stereo not drawn)	12	-25	-5	0.7	0	9	·	6	-0.8
CN(C)c1ccc(/C=[N+](\[O-])C2N(c3ccccc3)C(=S)SC2(C)C)cc1 (stereo not drawn)	23	-13	-5	0.7	-5	-20	0.98	4	1.8

Next section.
SMILES	m-calpain inh	Furin inh	EBV gp42 inh	TRPML3 ag	thrombin 1536	TbHK1 inh	KCC2 mod	PPC-1+TRAIL kill	TRPN1 ag
O=S(=O)(Nc1nc2ccccc2nc1-[n+]1cccc(N=C([O-])c2ccc(Cl)cc2)c1)c1ccccc1	-28	-13	1	0.1	-3	-35	-0.42	-6	0.1
CCOC(=O)Nc1sc(C(=O)N(CC)CC)c(C)c1C(=O)OCC	-2	-10[20 µM]	-20	1.1	2	3	-0.55	13	0.4
CCc1ccccc1N1CC23C=CC(O2)C(C(=O)OC)C3C1=O (stereo not drawn)	8	-3	-1	0.7	20	1	·	27	0.6
CC(C)CC(=O)c1c[nH]c(C(=O)NCC2CCCO2)c1 (stereo not drawn)	12	-26[20 µM]	-27	0.4	-2	3	-0.21	29	-0.3
c1nnc(NC2=NCCC2)s1	-5	-17[20 µM]	-18	0.8	3	2	0.85	18	-0.3
CC(C)=CC(=O)OCC(=O)Nc1cc(C)cc(C)c1	1	-6	-11	0.6	0	1	0.053	3	0.0
Cc1cc(N2CCC(C)CC2)c(F)cc1[N+](=O)[O-]	22	-20[20 µM]	-21	0.5	-2	-7	·	18	1.4
O=C(CN1C(=O)NC(CCc2ccccc2)C1=O)NC1CC1 (stereo not drawn)	5	-21	-13	0.9	3	-2	-0.2	20	0.0
CCOC(=O)c1ccccc1NC(=O)COC	-4	-12[20 µM]	-2	-0.1	-10	2	0.025	-27	0.1
COc1ccc(OC)c(/C=N/NC(=O)C(=O)NCc2cccnc2)c1	17	6	-3	-0.9	0	-6	-1	16	-1.9
CC(C)OCCCNC(=O)C(C)Oc1ccccc1 (stereo not drawn)	-4	-14[20 µM]	-26	1.0	0	-7	·	-12	-1.1
COc1ccc2c(c1OC)C(=O)N1N=C(c3ccccc3)CC21 (stereo not drawn)	20	-15[20 µM]	8	0.4	-15	-19	0.11	-6	2.1

2 of the compounds above, as labelled records:
c1nnc(NC2=NCCC2)s1
  m-calpain inh: -5
  Furin inh: -17[20 µM]
  EBV gp42 inh: -18
  TRPML3 ag: 0.8
  thrombin 1536: 3
  TbHK1 inh: 2
  KCC2 mod: 0.85
  PPC-1+TRAIL kill: 18
  TRPN1 ag: -0.3
CC(C)=CC(=O)OCC(=O)Nc1cc(C)cc(C)c1
  m-calpain inh: 1
  Furin inh: -6
  EBV gp42 inh: -11
  TRPML3 ag: 0.6
  thrombin 1536: 0
  TbHK1 inh: 1
  KCC2 mod: 0.053
  PPC-1+TRAIL kill: 3
  TRPN1 ag: 0.0
